Compound activity: PubChem BioAssay, several laboratories
Dyrk1A ADPGlo = blocks rat Dyrk1A kinase activity | inhibition, % at 12.5 µM | ADP-Glo luminescence, NFATc1 peptide | Q63470 | AID 504441 | hit rate 0.43% among 310,000; in the data active = inhibition above about 50%;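 also: plate controls were vehicle with enzyme for no effect and no enzyme for full effect; many of its hits are not listed in these tables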
HSP90 refold inh = blocks HSP90-mediated luciferase refolding in reticulocyte lysate; Rabbit reticulocyte lysate, luciferase refolding luminescence, 3 h; inhibition, % at 5.6 µM; hit rate 0.91% among 290,000;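 active = inhibition above the screen-wide mean plus 3 SD, computed separately per campaign, cut at about 16% in these data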;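 also: 0% = DMSO wells and 100% = 60 µM geldanamycin wells; inhibitors lower the luminescence because luciferase stays unfolded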
GSK3A inh = inhibitors of human GSK-3 alpha kinase | ADP-Glo luminescence, 60 min | inhibition, % at 10 µM | hit rate 0.1% among 320,000 | AID 2650;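 in the data active = inhibition above about 50%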;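 also: GST-tagged GSK-3 alpha with peptide substrate and 25 µM ATP; 0% = DMSO neutral wells and 100% = GW8510 positive control wells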
Target sequence (P49840 whole entry, looked up): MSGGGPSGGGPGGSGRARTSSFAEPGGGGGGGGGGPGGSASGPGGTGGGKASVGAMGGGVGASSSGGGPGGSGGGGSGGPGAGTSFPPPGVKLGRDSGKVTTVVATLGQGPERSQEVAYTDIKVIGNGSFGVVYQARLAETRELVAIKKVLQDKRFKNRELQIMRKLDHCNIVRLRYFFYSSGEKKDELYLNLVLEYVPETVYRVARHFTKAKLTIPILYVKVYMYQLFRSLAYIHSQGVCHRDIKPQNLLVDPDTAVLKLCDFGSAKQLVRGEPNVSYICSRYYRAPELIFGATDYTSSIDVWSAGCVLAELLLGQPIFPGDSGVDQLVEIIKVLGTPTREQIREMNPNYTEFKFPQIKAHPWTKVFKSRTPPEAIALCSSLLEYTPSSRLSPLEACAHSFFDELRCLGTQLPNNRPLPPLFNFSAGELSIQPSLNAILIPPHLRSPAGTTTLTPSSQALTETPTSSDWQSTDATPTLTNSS
HSF1 inh = HSF1 inhibition | NIH3T3-HGL HSE-luciferase, MG132-induced, luminescence 8 h; stronger effect = lower value | activity change, negative = inhibition, % at 7.5 µM (by protocol) | hit rate 0.77% among 300,000;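 active = more than half of replicate wells show activity change below -50%, luminescence cut by over half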;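 also: luciferase reports HSF-1 transcriptional activity via heat shock element; 0% = median of DMSO wells and -100% = zero luminescence signal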
KLF5 inh = inhibitors of KLF5 expression; inhibition, % at 5 µM; AID 1700; DLD-1 KLF5 promoter-luciferase reporter, luminescence; hit rate 0.23% among 290,000;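 active = inhibition above a per-plate limit of that plate's mean compound inhibition plus 3 SD, cut at about 60% in these data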;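 also: 0% = DMSO wells and 100% = LY294002 at 200 µM; higher means less KLF5 promoter-driven luciferase light; inactives centre near -14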
IEC-6 cytotox = IEC-6 cytotoxicity, counter-screen for KLF5 inhibitors. luminescence viability. inhibition, % at 5 µM. hit rate 0.78% among 290,000; in the data active = inhibition above about 22%;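 also: 0% = plate median of test compound wells and 100% = cytotoxic reference compound wells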
HSF1 activator = increases HSF-1 driven luciferase reporter signal | NIH3T3-HGL HSF-1 luciferase reporter, MG132, 8 h; 100% = twice DMSO control signal | activation, % at 9 µM | hit rate 1.7% among 300,000 | AID 504408;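 active = mean replicate activation of at least 50% with a set share of replicates each reaching 50%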;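 also: 0% = median of the neutral control wells and 100% = twice that signal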
Platelet DG rel = platelet dense granule release activity; human platelet-rich plasma, SFLLRN dense granule ATP release, luminescence; inhibition, %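 (compounds screened at 7.5 µM in platelet-rich plasma)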; hit rate 0.22% among 300,000; AID 1663;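 active = mean replicate score, as percent of positive control, at or above 50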
GSK3B inh = blocks human GSK3beta kinase activity; P49841; GST-GSK3beta kinase, ADP-Glo luminescence, 60 min; stronger effect = lower value; hit rate 0.038% among 300,000; activity score (negative = inhibition), % at 10 µM;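 active = more than half of replicate wells score below -50%, meaning over 50% inhibition versus plate controls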;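 also: 0% = median DMSO wells and -100% = median GW8510 positive control wells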
Target sequence (P49841 whole entry, looked up): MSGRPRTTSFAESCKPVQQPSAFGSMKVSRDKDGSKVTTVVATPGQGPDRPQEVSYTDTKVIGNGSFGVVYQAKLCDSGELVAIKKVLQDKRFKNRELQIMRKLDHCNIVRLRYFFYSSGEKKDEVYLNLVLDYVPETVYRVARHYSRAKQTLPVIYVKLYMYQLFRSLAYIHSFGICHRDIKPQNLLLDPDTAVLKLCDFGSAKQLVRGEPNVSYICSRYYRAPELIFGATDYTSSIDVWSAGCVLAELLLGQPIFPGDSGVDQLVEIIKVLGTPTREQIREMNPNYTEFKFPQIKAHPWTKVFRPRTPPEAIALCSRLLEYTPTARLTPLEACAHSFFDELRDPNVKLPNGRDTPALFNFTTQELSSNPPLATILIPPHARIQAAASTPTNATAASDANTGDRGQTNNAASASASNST
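Test system: GST-tagged human GSK3beta kinase, cell-free; evaluation: activity score scaled between in-plate DMSO and GW8510 controls; measured by: ADP-Glo luminescence; incubation: 60 min reaction, RT; benchmarks: DMSO and 20 µM GW8510; reagent: peptide substrate plus 25 µM ATP (final); medium: Tris/MgCl2 kinase buffer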
aSyn UTR inh = MLPCN primary screen, SNCA 5' untranslated region | alpha-synuclein 5'UTR reporter, inhibitor activity | inhibition, % (tested at 7.5 µM) | hit rate 0.82% among 300,000 | AID 1813; in the data active = inhibition above about 60%;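 also: H4 neuroglioblastoma cells stably carrying SNCA 5'UTR luciferase fusion; 0% = DMSO wells and 100% = positive control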
An asterisk follows results filed as active; / = no result given. Only part of the results is shown. The share of hits here may be higher or lower than overall.

structure	HSF1 inh	GSK3A inh	HSF1 activator	KLF5 inh	aSyn UTR inh	HSP90 refold inh	GSK3B inh	Platelet DG rel	IEC-6 cytotox	Dyrk1A ADPGlo
O=C(Nc1cnn(Cc2ccc(Cl)c(Cl)c2)c1)C12CC3CC(CC(C3)C1)C2	14	-1	25	-18	39	0	1	-2	-1	-1
Cc1ccc(N=CC2=C(O)CC(c3ccc(Cl)cc3)CC2=O)cc1 (stereo not drawn)	-4	2	7	-24	-16	-2	2	5	-10	3
NC(=O)c1ccccc1NC(=O)CCCc1ccccc1	0	1	9	-42	-41	-1	-4	-2	-1	3
O=C1c2oc3ccccc3c(=O)c2C(c2ccc(O)cc2)N1c1nccs1 (stereo not drawn)	-6	0	-2	-19	1	0	-1	1	2	1
Cc1ccc(S(=O)(=O)N2CCCCC2CCNC(=O)C(=O)Nc2ccccc2F)cc1 (stereo not drawn)	5	-1	15	/	-148	/	1	-1	/	-6
CCN(CC)c1ccc(/C=c2/sc3nnc(-c4ccccc4C)n3c2=O)cc1	1	0	-16	19	18	3	-1	5	7	2
O=C(Nc1ccccc1F)NC1CC1	-2	-1	3	-32	1	1	1	0	-4	-9
CCOc1ccc(NC(=O)CN(C)C(=O)Cn2cnc3c2c(=O)n(C)c(=O)n3C)cc1OCC	-3	0	-7	/	-8	/	-1	-4	/	-1
CCC(=O)Nc1nonc1-c1nc2ccccc2n1CC(C)C	-4	1	-4	-3	24	1	-2	-3	3	-4
COc1ccc(C(=O)N/C(=C\c2ccco2)C(=O)NC2CCS(=O)(=O)C2)cc1 (stereo not drawn)	-3	-1	-14	-24	-13	-2	5	4	-7	0
CCOC(=O)CCNC(=O)N1CCC(CCOc2ccccc2)(C(=O)OCC)CC1	0	-1	17	-8	12	3	-2	-4	1	/
CCOC(=O)[C@@H]1[C@H]2COc3cc(OC)ccc3[C@@H]2N2C(=O)N(c3ccc(C(F)(F)F)cc3)C(=O)[C@@]12C	15	-1	36	-9	-5	-6	1	-1	1	10
CC(NCCCOc1cccc2ccccc12)c1ccccc1 (stereo not drawn)	5	0	-7	0	46	-5	-8	8	1	15
OCCn1c(SC2CCCCC2)nc2ccccc21	-3	2	10	-31	36	1	0	-3	12	4
COc1cccc(-n2c(=O)c3c(C)c(C(=O)N(C)C)sc3n(CC(=O)NCC3CCCO3)c2=O)c1 (stereo not drawn)	-2	-1	14	-25	11	-1	/	4	2	/
COc1ccc(-c2nnn(CCc3nn[nH]n3)n2)cc1	-1	-5	-2	-16	4	-4	-1	2	2	11
COc1cccc(NC(=O)CN(C)CC(=O)Nc2cccc(C(F)(F)F)c2)c1	3	-3	-2	-3	11	-2	-1	-3	0	8
Cc1ccc(C(=O)C(OC(=O)CCC(=O)Nc2cccc(C)c2)c2ccccc2)cc1 (stereo not drawn)	3	-3	-19	25	4	6	4	0	-1	-2
Cc1cccc(OCC(=O)NC(Cc2c[nH]c3ccccc23)C(=O)O)c1C (stereo not drawn)	-1	3	6	1	-35	1	3	2	1	0
COc1ccc(OC)c(NC(=S)NCC(c2cccnc2)N2CCOCC2)c1 (stereo not drawn)	-1	/	-3	9	-1	-4	-22	-4	-4	2
COC(=O)Cc1c(C)c2ccc(OC3CCCCC3=O)cc2oc1=O (stereo not drawn)	3	-2	10	-64	-59	0	1	2	-2	-2
COc1ccc(Nc2ncccc2C(=O)O)cc1	1	2	13	-97	-77	5	-3	8	2	6
Cc1ccc(-n2cc3c(-c4cccc(Br)c4)nnc(C)c3n2)cc1	-1	0	9	-32	14	1	1	-2	3	-5
COc1cccc(OC)c1C(=O)Nc1nnc(C(C)C)s1	-3	-1	0	19	6	-2	-2	11	-4	-4
CCOc1cc(/C=C2/NC(=O)N(CC(=O)Nc3cccc(C)c3)C2=O)ccc1O	12	-1	19	-15	8	-3	0	-17	-2	-3
C=CCSc1n[nH]c(-c2ccc(OCCC)cc2)n1	38	-1	27	-159	-164	0	-1	-6	1	1
C=CCSc1nc(NC)c2sccc2n1	-10	8	-7	5	27	-1	1	-2	6	58*
COc1cccc(NC(=O)n2ncc3c(C)cccc32)c1	3	4	2	-2	24	35*	-3	37	6	3
CCC(CC)C(=O)Nc1cc(C)c2c(=O)oc3ccccc3c2n1	-5	0	8	/	-3	/	-1	-3	/	12
Cc1ccnc(NC(=O)C2COc3ccccc3O2)c1 (stereo not drawn)	15	/	31	-113	-97	4	1	-1	8	2
O=C1COc2ccc(N3C(=O)c4ccccc4C3=O)cc2N1	-12	0	-29	-12	-1	-2	0	3	6	/
C=CCOCCN(CC)CC	6	-2	18	-2	-9	-1	-3	6	0	-5
COC(=O)c1c(NC(=O)c2ccco2)sc2c1C(C(=O)OC)CC2 (stereo not drawn)	-2	-3	-2	-21	0	3	3	2	2	-1
O=C(CN1CCN(Cc2ccccc2)CC1)N/N=C/c1ccc(Br)s1	-3	-1	3	9	11	3	1	0	2	4
CCC(C(=O)NC1CCCC1)N(C(=O)Cn1nnc(-c2ccc(C)o2)n1)c1cccc(O)c1 (stereo not drawn)	4	1	10	-6	9	-2	-2	-30	2	0
CCOCCn1c(=NC(=O)c2ccc(S(=O)(=O)N3CCOCC3)cc2)sc2cc(S(N)(=O)=O)ccc21	-4	1	7	-33	3	0	3	1	-3	3
CCOc1ccc(S(=O)(=O)N2CCN(C(=S)NCc3ccccc3)CC2)cc1	0	/	16	12	2	0	-5	-1	2	-10
Cc1ccc(NC(=S)N2CCN(S(=O)(=O)c3ccccc3)CC2)cc1C	/	/	/	-28	/	-2	0	/	-2	2
S=C1NC2CCCCC2N1 (stereo not drawn)	3	0	6	-18	17	2	-1	-1	3	-2
CC1(C)CC(=O)C=C(C(=O)N2CCCC(C(=O)c3cccc(Cl)c3)C2)O1 (stereo not drawn)	2	-2	11	1	1	3	-1	7	0	-5
O=C(Cc1cccs1)Nc1nnc(SCc2cccc3ccccc23)s1	-12	0	4	22	8	-2	-2	-3	-5	9
Cc1cccc(Sc2nc(-c3ccccc3)ccc2C#N)c1	3	-1	4	-7	-12	0	5	-9	2	-4
COc1cc(C(C(=O)NC2CCCCC2)N(Cc2cccs2)C(=O)Cc2c[nH]c3ccccc23)cc(OC)c1OC (stereo not drawn)	10	-1	15	-5	-12	2	-1	7	5	/
O=C(CSc1nnc(-c2cccs2)n1CC1CCCO1)N1CCCC1 (stereo not drawn)	-6	0	-7	4	-3	-4	-3	3	-3	-5
COCCNC(=O)CN1C(=O)NC(c2ccccc2)(c2ccccc2)C1=O	-11	1	-5	-13	9	-2	0	-23	2	0
COc1ccc(NC(=O)CC2SC(=NCC3CCCO3)NC2=O)c([N+](=O)[O-])c1 (stereo not drawn)	-4	-2	-2	-13	-17	-4	3	0	-3	-7
CCOC(=O)c1cnc2ccc(C(=O)OC)cc2c1NCCCN1CCOCC1	-83*	9	-87	-42	-31	-2	-4	4	3	/
COc1ccc(OC)c(N/C(C)=C/C(=O)c2ccncc2)c1	1	1	1	-1	23	6	-1	13	4	9

Laid out differently: results already given.
CCOC(=O)c1cnc2ccc(C(=O)OC)cc2c1NCCCN1CCOCC1
  HSF1 inh: -83*
  GSK3A inh: 9
  HSF1 activator: -87
  KLF5 inh: -42
  aSyn UTR inh: -31
  HSP90 refold inh: -2
  GSK3B inh: -4
  Platelet DG rel: 4
  IEC-6 cytotox: 3
  Dyrk1A ADPGlo: /

COc1ccc(OC)c(N/C(C)=C/C(=O)c2ccncc2)c1
  HSF1 inh: 1
  GSK3A inh: 1
  HSF1 activator: 1
  KLF5 inh: -1
  aSyn UTR inh: 23
  HSP90 refold inh: 6
  GSK3B inh: -1
  Platelet DG rel: 13
  IEC-6 cytotox: 4
  Dyrk1A ADPGlo: 9

(cont.)
structure	HSF1 inh	GSK3A inh	HSF1 activator	KLF5 inh	aSyn UTR inh	HSP90 refold inh	GSK3B inh	Platelet DG rel	IEC-6 cytotox	Dyrk1A ADPGlo
O=C(NCC(=O)N1CCN(c2ncccn2)CC1)c1cccs1	1	-1	22	-69	-66	-2	3	-5	1	5
O=C(C1CC(=O)N(c2ccc(F)cc2)C1)N1CCN(c2ccccc2)CC1 (stereo not drawn)	-7	-2	-8	-14	-8	-4	-8	-5	-8	-4
O=C(c1ccco1)N1CCN(C(c2ccccc2)c2nnnn2Cc2cccs2)CC1 (stereo not drawn)	0	0	11	-10	-16	-2	1	/	-11	5
O=C(NCc1ccc(F)cc1Cl)C1CCN(S(=O)(=O)N2CCC3(CC2)OCCO3)CC1	-1	-3	-1	-35	-44	2	0	-2	0	1
COc1ccc(C2=NOC(C(=O)NC(C)(C)C)C2)cc1 (stereo not drawn)	12	/	13	-46	-19	1	-1	-15	-1	0
COc1ccccc1NC(=O)C(=O)N(c1cccnc1)C(C(=O)NC(C)(C)C)c1ccccc1 (stereo not drawn)	1	-2	5	-13	2	-3	2	-4	-6	-2
Cc1cccc(OCc2nnc(SCc3nc4ccccc4c(=O)[nH]3)o2)c1	4	-3	-8	-8	16	5	0	11	4	3
O=C(Nc1ccccc1C(=O)Nc1ccncc1)c1ccccc1	-1	0	6	-2	31	-4	-1	0	8	2
O=C(CSc1n[nH]c(=O)[nH]c1=O)c1ccccc1[N+](=O)[O-]	-3	-2	3	10	8	0	3	1	3	-1
Cc1ccc(NC(=O)c2c(Cl)n(C)c3ccccc23)cc1	42	/	72*	26	-33	1	-4	11	20	-6
Cn1c2c(c(=O)n(C)c1=O)C(NC(=O)c1ccco1)(C(F)(F)F)C(=O)N2 (stereo not drawn)	-3	0	-4	-9	12	0	-1	1	0	-7
